phage Ecoli inh = E. coli growth loss with phage present. inhibition, % at 11.9 µM. actives 0.26% (n = 360,000). AID 651602. growth absorbance; in the data active means inhibition above about 11%
Rtt109 Vps75 = blocks Candida albicans Rtt109/Vps75 acetyltransferase activity. Q5AAJ8. purified Rtt109/Vps75, ThioGlo CoA-SH fluorescence, 4 h. inhibition, % at 34.9 µM. actives 0.16% (n = 330,000);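 active means inhibition of at least 50% in every replicate; inconclusive means best replicate reaches 50% inhibition but some replicates fall short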
Target sequence (Q5AAJ8 whole entry, looked up): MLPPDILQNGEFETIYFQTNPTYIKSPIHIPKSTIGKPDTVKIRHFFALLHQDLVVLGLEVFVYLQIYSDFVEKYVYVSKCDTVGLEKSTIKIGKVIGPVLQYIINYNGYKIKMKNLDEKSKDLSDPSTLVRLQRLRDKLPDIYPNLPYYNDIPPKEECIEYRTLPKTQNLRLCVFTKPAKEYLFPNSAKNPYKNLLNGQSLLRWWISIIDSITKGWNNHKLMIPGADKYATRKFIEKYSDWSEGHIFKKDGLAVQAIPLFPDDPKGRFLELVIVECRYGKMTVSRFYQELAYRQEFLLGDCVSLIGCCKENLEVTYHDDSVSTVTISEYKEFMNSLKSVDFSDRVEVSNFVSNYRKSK
PfHsp90 set2 = reduces growth (ATP signal) of yeast expressing P. falciparum Hsp90 | S. cerevisiae expressing PfHsp90, BacTiter-Glo ATP, 48 h; yeast lacking PDR1 and PDR3 efflux regulators | inhibition, % at 9.4 µM | actives 0.32% (n = 310,000) | AID 504621;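 active means every replicate shows inhibition above about 80%, whatever the replicate mean, limit read from the data; inconclusive means mean inhibition reaches the set limit but some replicate falls short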;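 further: 0% = DMSO neutral controls and 100% = 20 µM radicicol positive controls; yeast relying on Plasmodium falciparum Hsp90 in place of its own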
CAL PDZ inh = blocks peptide binding to human CAL PDZ domain | purified CAL PDZ, TMR-peptide fluorescence polarization, 1 h | inhibition, % at 20 µM | actives 0.02% (n = 330,000) | AID 504414;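 active means highest replicate inhibition of at least 40%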;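 further: plate controls were DMSO neutral control wells for no effect and unlabeled competitor peptide control wells for full effect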
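Material: tagged CAL PDZ protein CerCALP, purified; buffer or medium: sodium phosphate/NaCl buffer pH 7.4 with TCEP, IgG, Thesit; also added: fluorescent TMR peptide probe; schedule: 1 h incubation at room temperature before polarization reading; technique: fluorescence polarization from S- and P-plane intensities, G-factor corrected; control set: unlabelled peptide and DMSO controls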
Wnt bcat act = Wnt/beta-catenin pathway activation | activation, % at 9.35 µM | actives 1.2% (n = 300,000) | Wnt/beta-catenin reporter cell assay, activator, plate reader; in the data active means activation above about 30%, passing the limit was not always enough; inconclusive means no clear call, values can overlap the other calls;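 further: 0% = neutral control wells and 100% = positive control wells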
Tat export inh = E. coli Tat transport inhibition; actives 0.036% (n = 340,000); inhibition, % at 10 µM; AID 488895; E. coli MC4100 TorA-mCherry Tat export, fluorescence;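 active means mean replicate inhibition at least 50% and at least half of replicates individually reaching 50%; inconclusive means only one of the two criteria met; inactive means neither criterion met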;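 further: exported cargo escapes ClpAP degradation while cytoplasmic cargo is degraded and loses fluorescence; 0% = median of neutral control wells and 100% = median of NaSCN control wells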
PvdQ acylase = blocks Pseudomonas aeruginosa PvdQ acylase activity. purified PvdQ acylase, fluorescence plate reader. inhibition, % at 10 µM. actives 0.063% (n = 340,000). AID 488965; in the data active means inhibition above about 30%, passing the limit was not always enough; inconclusive means no clear call, values can overlap the other calls;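 further: 0% = vehicle neutral wells and 100% = reference inhibitor wells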
Ecoli viability = reduces bacterial viability in AddAB counter-screen; E. coli V3065 growth, OD600 absorbance, 18 h; inhibition, % at 11.9 µM; actives 0.27% (n = 330,000);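 active means inhibition above the campaign's mean inhibition across all tested compounds plus 3 SD, cut at about 9.9% in these data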;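 further: uninfected addAB+ strain grown without phage in ampicillin broth; 0% = DMSO wells and 100% = ciprofloxacin 0.95 µg/ml wells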
DAGLB inhibitor = diacylglycerol lipase beta (human) inhibition; Q8NCG7; HEK293T DAGLB membrane lysate, EnzChek fluorogenic substrate; inhibition, % at 5.17 µM; actives 0.059% (n = 340,000); AID 504411; in the data active means inhibition above about 34%;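 further: 0% = enzyme with vehicle and 100% = wells lacking enzyme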
Target sequence (Q8NCG7 whole entry, looked up): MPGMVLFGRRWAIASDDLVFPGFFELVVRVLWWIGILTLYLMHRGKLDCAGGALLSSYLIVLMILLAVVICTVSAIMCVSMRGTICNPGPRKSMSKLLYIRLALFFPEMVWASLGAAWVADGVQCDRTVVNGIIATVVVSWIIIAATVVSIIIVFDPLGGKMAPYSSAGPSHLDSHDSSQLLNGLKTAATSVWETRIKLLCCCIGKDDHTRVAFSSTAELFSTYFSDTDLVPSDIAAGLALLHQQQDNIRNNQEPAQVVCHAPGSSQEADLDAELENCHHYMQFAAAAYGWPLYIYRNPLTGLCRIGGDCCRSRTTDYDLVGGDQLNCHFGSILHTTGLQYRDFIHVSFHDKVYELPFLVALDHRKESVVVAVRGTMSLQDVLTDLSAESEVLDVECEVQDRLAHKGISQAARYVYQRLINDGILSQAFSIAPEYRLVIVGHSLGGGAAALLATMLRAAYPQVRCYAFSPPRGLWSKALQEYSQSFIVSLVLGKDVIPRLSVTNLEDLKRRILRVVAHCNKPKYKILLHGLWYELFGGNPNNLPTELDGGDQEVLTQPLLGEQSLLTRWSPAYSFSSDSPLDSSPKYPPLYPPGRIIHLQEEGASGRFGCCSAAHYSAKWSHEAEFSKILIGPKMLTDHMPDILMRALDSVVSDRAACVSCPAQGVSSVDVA
AddAB inh = less growth of phage-infected E. coli with AddAB | E. coli expressing H. pylori AddAB, absorbance growth | inhibition, % at 11.9 µM | actives 0.29% (n = 330,000); in the data active means inhibition above about 12%;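 further: 0% = vehicle wells of infected cells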
* = called active by the depositor; ? = inconclusive; . = no result given.

SMILES	phage Ecoli inh	Rtt109 Vps75	PfHsp90 set2	CAL PDZ inh	Wnt bcat act	Tat export inh	PvdQ acylase	Ecoli viability	DAGLB inhibitor	AddAB inh
CCc1ccc(CN2CCN(C(=O)Cc3ccccc3)CC2)cc1	4.6	-18	-56	0.1	-4	-2	-11	0.7	-4	3.6
Cc1cccc(-n2c(/C=C/c3ccc([N+](=O)[O-])o3)nc3ccccc3c2=O)c1	2.5	4	-27	0.3	-1	-4	-5	3.1	2	4.8
Cc1ccc(CC2C(=O)N(C)C(=O)N(C)C2=O)s1	0.2	-1	.	-3.5	3	3	-6	-0.4	2	3.1
CSCc1nnc2n1-c1ccc(Cl)cc1C(c1ccccc1)=NC2	4.4	1	-13	-1.0	-2	5	3	-0.7	-1	5.4
Cc1cc(C)n(CCOC(=O)C2C(C=C(Cl)Cl)C2(C)C)n1 (stereo not given)	-1.2	11	-14	-2.3	.	8	11	-1.1	-3	2.4
Cc1ccc(CS(=O)(=O)CCC(=O)N2CCC3(CC2)OCCO3)cc1	0.9	0	12	-2.8	.	-3	-27	-2.2	-1	1.5
O=c1[nH]c(=O)n(Cc2ccc(F)cc2)c(O)c1C=NCc1cccnc1	0.7	2	-15	-0.2	-1	0	-1	0.1	1	0.4
O=C1NC(=S)N(c2ccccc2)C(=O)/C1=C/c1ccco1	-1.5	-1	0	-0.3	-1	-1	-7	-0.6	3	-1.1
COCCOC(=O)c1c(C)n(C)c2ccc(OC(=O)N(C)C)cc12	1.0	-4	18	-2.1	.	0	-14	1.0	0	3.4
CCC1(NS(=O)(=O)c2ccc(N)cc2)C(=O)N(C)C(=O)N(C)C1=O	1.9	-3	-8	0.0	-4	-1	-5	.	-2	.
O=C(c1ccccc1F)c1cn(CC(=O)N2CCCC2)c2ccccc12	2.6	2	-8	1.3	-6	6	-22	-0.6	-3	1.7
C=CCN1C(=O)NC(=O)/C(=C\c2ccc(-c3ccccc3[N+](=O)[O-])o2)C1=O	2.3	17	2	-0.5	48*	3	3	-1.6	9	2.5
Cc1cc(OCC(=O)N2CCC(C(=O)O)(c3ccccc3)CC2)c2c(C)c(C)c(=O)oc2c1	2.0	0	16	-0.8	-1	6	-10	-0.3	1	3.2
COc1cc2c(cc1O)CC1c3c(cc(O)c(OC)c3-2)CCN1C (stereo not given)	2.8	3	2	0.3	-1	12	-17	-0.2	2	1.9
Cc1ccc(S(=O)(=O)NC(Cc2cnc[nH]2)C(=O)O)cc1 (stereo not given)	2.0	-21	13	-0.7	-1	3	-11	-0.5	3	3.1
CCCCCCC(C)(C)c1ccc([C@@H]2C[C@H](O)CC[C@H]2CCCO)c(O)c1	0.5	-9	-34	-1.0	-1	30	-6	-1.7	-1	1.8
CCC(C)n1c(O)c(C=NC(C)c2ccccc2)c(=O)[nH]c1=S (stereo not given)	-1.9	-8	-8	-0.7	1	-1	-15	1.0	1	4.0
CC/C(=N\N1CCCCCC1)c1c(O)n(-c2ccc(C)cc2)c(=O)[nH]c1=O	0.5	32	-19	-2.5	.	-1	-13	0.4	4	4.8
COc1cccc(N2C(=O)NC(=O)/C(=C\c3ccc([N+](=O)[O-])s3)C2=O)c1	4.2	?	12	0.1	0	7	13	.	.	.
CCOc1ccc(C2C(C#N)=C(N)Oc3c2c(=O)oc2ccccc32)cc1 (stereo not given)	2.1	-1	.	-2.4	-1	-4	-1	-1.6	2	0.8
N#CC1=C(N)Oc2cc(O)ccc2C1c1ccc2c(c1)OCO2 (stereo not given)	4.7	23	-4	-0.4	0	-6	1	-0.4	.	-1.0
Cc1cc(C(=O)N2CCC3(CC2)OCCO3)cs1	4.5	-9	3	-1.3	.	-2	-10	1.1	-3	0.5
COc1ccc(CNCCc2c(C)[nH]c3ccc(OC(F)(F)F)cc23)c(OC)c1	2.6	-1	20	.	-7	2	-17	-1.7	2	-0.7
CCCCCCN=C(C)c1c(O)n(Cc2ccccc2)c(=O)[nH]c1=O	2.3	-3	2	0.0	.	10	-14	-0.4	1	1.9
CCCCN=Cc1c(O)n(-c2c(C)cc(C)cc2C)c(=O)[nH]c1=O	1.4	-6	-31	-3.4	-3	-2	-15	-2.9	-2	-0.1
SMILES	phage Ecoli inh	Rtt109 Vps75	PfHsp90 set2	CAL PDZ inh	Wnt bcat act	Tat export inh	PvdQ acylase	Ecoli viability	DAGLB inhibitor	AddAB inh
Cc1cc(N)n(C2CCN(C)CC2)n1	0.8	4	-23	-1.6	.	2	8	0.2	-1	0.5
CCOc1ccc(-c2cc(C(=O)N3CCC4(CC3)OCCO4)c3ccccc3n2)cc1	0.0	2	-17	-1.4	24	-4	-20	.	-2	.
Clc1ccc(N2CCN(Cc3ccccc3Cl)CC2)cc1	2.2	-2	0	-0.8	1	1	-6	-3.9	-11	1.2
CC1=NCCc2c1[nH]c1ccccc21	3.7	8	4	1.3	-1	2	12	-2.5	0	0.7
O=C(COc1ccc2ccccc2c1)N1CCN(Cc2ccncc2)CC1	-4.5	7	-2	0.5	.	12	-13	2.5	-1	3.4
O=C(Nc1nc(-c2ccccc2)c(-c2ccccc2)s1)c1ccc(S(=O)(=O)N(CCCl)CCCl)cc1	2.7	-1	6	-0.7	-2	-2	-6	1.3	-7	2.8
Cc1ccc(N2C(=O)NC(=O)/C(=C\c3cccn3C(C)(C)C)C2=O)cc1	2.4	.	-2	-1.3	-6	-13	-10	1.4	1	2.5
Cn1c(O)c(/C=C2\N=c3ccccc3=C2CCNC(=S)NC2CC2)c(=O)n(C)c1=O	0.5	27	6	-0.2	7	3	2	-2.0	7	1.6
Cc1nc2cc(C(=O)N3CCC4(CC3)OCCO4)ccc2n1-c1ccc(Br)cc1	-0.2	3	-6	0.0	.	3	-12	-4.6	0	2.5
CC(OC(=O)c1cn(C)c2ccccc12)C(=O)N1CCCC1 (stereo not given)	1.1	4	-15	-0.8	-2	-8	6	-2.1	-11	1.2
CCOc1cc2c(cc1OCC)-n1cccc1C(c1cccc(F)c1)NC2 (stereo not given)	2.1	-19	-28	-0.1	-1	8	-16	0.5	-5	1.0
Cc1cccc(OP(=O)(Nc2ccc(F)cc2)Oc2cccc(C)c2)c1	1.0	5	49	-6.1	-1	8	-13	1.0	-4	3.9
CCCn1nc2ccccc2c1P(=O)(N1CCOCC1)N1CCOCC1	2.5	-5	15	.	.	8	-16	-0.2	2	0.3
N#CC(C#N)=C(N)c1cccnc1	1.7	-19	-1	-1.9	1	-3	-3	0.6	0	0.6
COc1ccc2nc(NC(=O)CCc3nc(C4=CCN(C)CC4)no3)sc2c1	.	8	-7	-1.0	.	5	-17	-0.1	-3	0.2
Cn1c(O)c(/C=N/N2CCOCC2)c(=O)n(-c2ccccc2)c1=S	-0.6	4	5	-1.1	-1	3	-8	0.3	2	0.9
CCOC(=O)C1=C(N)OC(C)=C(C(=O)OCCOC)C12C(=O)Nc1ccccc12 (stereo not given)	1.1	2	.	.	-3	-5	-13	1.6	2	-0.8
COc1ccc(N2C(=O)CC(N3CCC(n4c(=O)[nH]c5ccccc54)CC3)C2=O)cc1 (stereo not given)	0.6	-12	.	-1.5	.	-2	-13	-1.4	-1	0.3
O=C(NCC(c1cccnc1)N1CCOCC1)Oc1ccccc1 (stereo not given)	1.7	2	.	-2.3	1	-9	-2	3.6	1	1.2
O=C(c1ccc(C(F)(F)F)cc1)C1CCCN(Cc2ccc(CO)o2)C1 (stereo not given)	2.4	-8	-24	-0.5	-2	5	-6	4.7	-2	4.1
CCCN(CC1CC1)CC(O)c1ccccc1 (stereo not given)	2.9	3	-2	-0.7	1	8	-6	1.8	1	-1.6
CCCC1CCCCC12C(=O)NC(=O)NC2=O (stereo not given)	2.2	0	18	-2.1	1	10	-6	.	3	.
Cc1cccc(OP(N)(=O)Oc2cccc(C)c2)c1	5.0	1	36	0.7	1	-6	-11	-0.3	-7	2.5
C=CCn1c(O)c(C(CC)=NCCN2CCN(C(=S)NC)CC2)c(=O)[nH]c1=O	1.8	2	5	0.7	1	-5	-12	-3.8	-1	-3.3
Fc1cccc(CNCCc2c[nH]c3ccccc23)c1	0.8	12	-11	-0.3	14	-7	-14	-0.2	1	2.5

Among those listed so far, 3 have a cyano group:
SMILES	phage Ecoli inh	Rtt109 Vps75	PfHsp90 set2	CAL PDZ inh	Wnt bcat act	Tat export inh	PvdQ acylase	Ecoli viability	DAGLB inhibitor	AddAB inh
CCOc1ccc(C2C(C#N)=C(N)Oc3c2c(=O)oc2ccccc32)cc1 (stereo not given)	2.1	-1	.	-2.4	-1	-4	-1	-1.6	2	0.8
N#CC1=C(N)Oc2cc(O)ccc2C1c1ccc2c(c1)OCO2 (stereo not given)	4.7	23	-4	-0.4	0	-6	1	-0.4	.	-1.0
N#CC(C#N)=C(N)c1cccnc1	1.7	-19	-1	-1.9	1	-3	-3	0.6	0	0.6

Going on with the list.
SMILES	phage Ecoli inh	Rtt109 Vps75	PfHsp90 set2	CAL PDZ inh	Wnt bcat act	Tat export inh	PvdQ acylase	Ecoli viability	DAGLB inhibitor	AddAB inh
CCOP(=O)(OCC)C(NC(=O)C(Cl)Cl)C(Cl)(Cl)Cl (stereo not given)	2.6	-5	-7	-2.1	4	1	-12	0.5	-1	-0.8
O=C(c1ccc(Cl)cc1)C1CCCN(Cc2cccc3ncccc23)C1 (stereo not given)	2.6	0	-1	-1.7	-4	-1	0	0.6	-7	2.4
Cc1cccc(-n2c(-c3ccccc3)nc3ccccc3c2=O)n1	7.8	-1	15	-0.5	-1	-4	-2	1.3	-3	3.3
Cc1ccc(NS(=O)(=O)c2ccc(OCC(=O)N3CCN(C)CC3)cc2)cc1	2.3	10	11	0.1	0	-2	-7	-1.4	0	1.5
O=C(O)C1C2c3ccccc3C(c3ccccc32)C1C(=O)Nc1ccccc1 (stereo not given)	3.4	7	22	-1.2	-1	-3	4	1.0	1	5.9
CCN1CCN(c2ccc(N)cc2C)CC1	1.6	25	16	1.9	-1	-21	-2	0.5	1	-0.8
CC1=C2CCC3C(CCC4=CC(=O)CCC43C)C2CC1 (stereo not given)	-1.0	2	-24	6.7	-3	7	2	.	-7	.
C[Se]C[C@@H](N)C(=O)O	5.6	1	-22	-0.8	-1	-31	-12	0.4	-1	-3.0
CCc1ccccc1NC(=O)CN1CCN(C(=O)COc2ccccc2C#N)CC1	1.2	-4	-4	0.5	-3	0	-13	0.0	-2	-0.1
CC(=O)N1CCC2(CC1)CC(=O)c1cc(OCC(=O)N3CCC4(CC3)OCCO4)ccc1O2	1.7	-167	-15	-1.8	-3	-2	-14	1.6	-1	1.6
CCCCC/C(=N\O)c1c[nH]c2ccccc12	0.6	5	-1	-3.1	.	-4	0	-0.9	-2	0.3
Cc1ccc(N2C(=O)NC(=O)/C(=C\c3cc(C)n(-c4ccc(C(=O)O)cc4)c3C)C2=O)cc1	3.1	-5	-21	0.5	2	-2	-6	-3.2	3	-1.4
CC1C(c2cccs2)=[N+]([O-])C(C)(C(=O)c2ccc(F)cc2)N1O (stereo not given)	5.8	-4	4	-3.3	-1	-1	-5	-0.5	-1	3.8
CC(=NCCO)c1c(O)n(C2CCCCC2)c(=O)[nH]c1=O	1.6	-6	28	-0.8	.	-1	-5	0.8	1	-1.1
O=C(COC(=O)Cc1ccccc1)Nc1ccc(F)cc1	-3.6	.	-18	-1.9	-5	6	-2	0.6	1	-0.2
CCC1CN(C)CCC1(OC(C)=O)c1ccccc1 (stereo not given)	1.9	-4	8	-2.9	.	-7	-12	-1.6	-2	1.9

This is a subset (hit frequency here may not be typical).
